KOR beta-arrestin-1: KOR antagonists, beta-arrestin recruitment, cell-based, luminescence, uHTS (AID 1778). Kappa-type opioid receptor (Homo sapiens). KOR beta-arrestin recruitment, luminescence, antagonist mode; higher % means a stronger effect. hit rate 0.091% among 290,000. inhibition, % at 10 µM; hits with a dose series show IC50 in µM; further: strong numbers were not always called active
HIV peptide binding: inhibitors of HIV fusion peptide binding, primary screen, biochemical, uHTS, fluorescence dequenching (AID 1986) | cell-free peptide binding, fluorescence dequenching, 30 min; higher % means a stronger effect | inhibition, % at 20 µM, or IC50 in µM where a hit was titrated | hit rate 0.3% among 290,000; in the data active means inhibition mostly above about 52%, no sharp cut-off; inactive means mostly below about 76%; further: some results filed as inactive read as strong as hits
NOD1 inhibition: NOD1 signaling inhibitors, primary screen, cell-based, luminescence, uHTS (AID 1578) | NOD1-driven NF-kB luciferase reporter cells, luminescence; higher % means a stronger effect | inhibition, % at 4 µM; hits with a dose series show EC50 in µM | hit rate 1% among 290,000; in the data active means inhibition mostly above about 36%, no sharp cut-off; inactive means mostly below about 34%;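 further: HEK-293T reporter cells stimulated with the NOD1 agonist gamma-tri-DAP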
NOD2 inhibition: NOD2 signaling inhibitors, cell-based, luminescence, uHTS, HEK293 (AID 1566) | HEK293 NOD2/NF-kB luciferase reporter, luminescence; higher % means a stronger effect | inhibition, % at 4 µM, or EC50 in µM where a hit was titrated | hit rate 0.63% among 290,000; further: many of its hits are not listed in these tables
Large T inhibition: SV40 large T antigen inhibitors, biochemical (AID 1903); SV40 large T antigen ATPase/helicase inhibition assay; higher % means a stronger effect; one-dose inhibition, % at 20 µM; IC50 in µM for titrated hits; hit rate 0.39% among 310,000; in the data active means a potency from the dose series; further: strong numbers were not always called active
KOR beta-arrestin-2: KOR agonists, beta-arrestin recruitment, primary screen, cell-based, luminescence, uHTS (AID 1777); Kappa-type opioid receptor (Homo sapiens); KOR beta-arrestin recruitment, luminescence; higher % means a stronger effect; activation, % at 10 µM, or EC50 in µM where a hit was titrated; hit rate 0.02% among 280,000; in the data active means activation above about 50%, passing the limit was not always enough; further: a part of the inactive calls stands beside numbers as strong as those of hits
GPR55 antagonists: GPR55 antagonists blocking LPI-driven arrestin recruitment, primary screen, imaging, U2OS, beta-arrestin-GFP, LPI agonist (AID 2013); hit rate 0.13% among 290,000; U2OS GPR55 beta-arrestin-GFP translocation imaging, LPI antagonism; higher % means a stronger effect; inhibition, % at 10 µM, or IC50 in µM where a hit was titrated;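 active means spots per cell inhibited over 60%, with over 100 cells counted and total cytoplasm intensity under 500,000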;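 further: U2OS cells stably carrying GPR55 and arrestin-GFP stimulated by 5 µM LPI near EC80; imaged beta-arrestin-GFP aggregate spots per cell after agonist stimulation; plate controls were LPI-stimulated DMSO wells for no effect and DMSO wells without LPI for full effect; some results filed as inactive read as strong as hits; confirmed hits need IC50 under 10 µM and bright autofluorescent wells are also inconclusive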
Rac1 GTP hydrolysis: MgcRacGAP GTPase-activating activity inhibitors, confirmation, biochemical, ADP Hunter fluorescence | Rac GTPase-activating protein 1 (Homo sapiens) | MgcRacGAP-stimulated Rac1 GTP hydrolysis, ADP Hunter fluorescence; higher % means a stronger effect; GST-tagged Rac1 F28L mutant substrate | one-dose inhibition, % at 30 µM; IC50 in µM for titrated hits | hit rate 0.6% among 340,000 | AID 624330, 2012;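 active means first-screen hits whose inhibition reached a set limit at any dose in the follow-up dose series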;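 further: fluorescence reports GDP produced by GAP-driven GTP hydrolysis; strong numbers were not always called active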
GPR55 activation: GPR55 agonists via beta-arrestin recruitment, primary screen, imaging, U2OS cells, beta-arrestin-GFP redistribution (AID 1961); activation, % at 10 µM; hits with a dose series show EC50 in µM; hit rate 0.048% among 290,000; G-protein coupled receptor 55 (Homo sapiens); U2OS GPR55 beta-arrestin-GFP redistribution imaging; higher % means a stronger effect;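 active means activation above 40% with more than 50 cells counted in the well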;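 further: U2OS osteosarcoma cells stably expressing GPR55 and beta-arrestin-GFP; plate controls were DMSO negative control for no effect and LPI positive control for full effect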
* hit, by the source's call; · = no result given; & = joins results of further samples; [ ] = dose if it differs, or a comment. Unless noted, no stated cut-off is given here; in the data, active means inhibition above about 50%; inactive means the rest.

KOR beta-arrestin-1,HIV peptide binding,NOD1 inhibition,NOD2 inhibition,Large T inhibition,KOR beta-arrestin-2,GPR55 antagonists,Rac1 GTP hydrolysis,GPR55 activation,Molecule
-1%,1.5%,-27%,34%,-22%,-4.3%,0%,10%,-0.2%,COc1ccccc1N1CCN(C(=O)CCS(=O)(=O)c2ccc3c(c2)NC(=O)C(C)S3)CC1 (stereo not drawn)
-43%,-1.3%,14%,-2%,18%,2.8%,5%,12%,0.1%,CCCCNC(=O)c1onc(CCl)c1C(=O)OC
-9%,-0.3%,2%,12%,5%,3.0%,-11%,7%,-0.1%,O=C(NCc1ccccc1)C1CCCN(c2ncnc3c2nc2n3CCCCC2)C1 (stereo not drawn)
-2%,-2.0%,34%,-7%,4%,0.9%,10%,5%,-0.3%,C[C@@H](C(=O)O)[C@@H]1C[C@@]1(C)[C@@H](NC(=O)OCc1ccccc1)c1ccccc1
-11%,-1.4%,-32%,-3%,-6%,-3.7%,-2%,5%,0.1%,COCCNC(=O)C(NC(=O)C1CCCCC1)C12CC3CC(CC(C3)C1)C2 (stereo not drawn)
-26%,-2.3%,9%,-12%,8%,2.1%,11%,9%,-0.1%,CC(C)(C)OC(=O)N1CCC(c2c(C(=O)N3CCN(C4CCCCC4)CC3)cnn2-c2ccc(F)cc2)CC1
-32%,1.7%,-6%,2%,2%,-2.1%,-11%,1%,1.1%,CCCCn1c(CNC(=O)CCC)nc2ccccc21
-2%,0.5%,-41%,-19%,9%,-0.3%,7%,6%,-0.1%,N#C/C(=C\c1ccc(OCC(N)=O)cc1)C(=O)NC1CC1
-61%,0.4%,-4%,-39%,9%,10%,4%,-3%,0.0%,O=C(Nc1cccc(-c2nc3ncccc3o2)c1)c1sc2ccccc2c1Cl
-16%,-0.2%,-34%,-7%,-3%,5.3%,8%,11%,0.2%,CCCn1c(N)c(NCCN2CCOCC2)c(=O)n(CC(=O)NCc2ccccc2)c1=O

Single records (already shown). Order of screens: KOR beta-arrestin-1	HIV peptide binding	NOD1 inhibition	NOD2 inhibition	Large T inhibition	KOR beta-arrestin-2	GPR55 antagonists	Rac1 GTP hydrolysis	GPR55 activation
N#C/C(=C\c1ccc(OCC(N)=O)cc1)C(=O)NC1CC1 is entered as -2%	0.5%	-41%	-19%	9%	-0.3%	7%	6%	-0.1%
CCCn1c(N)c(NCCN2CCOCC2)c(=O)n(CC(=O)NCc2ccccc2)c1=O is entered as -16%	-0.2%	-34%	-7%	-3%	5.3%	8%	11%	0.2%

Next part
KOR beta-arrestin-1,HIV peptide binding,NOD1 inhibition,NOD2 inhibition,Large T inhibition,KOR beta-arrestin-2,GPR55 antagonists,Rac1 GTP hydrolysis,GPR55 activation,Molecule
-30%,1.8%,-4%,-6%,16%,10%,4%,7%,-0.2%,Cc1ccc(N2C(=O)CC(NCc3ccc4c(c3)OCO4)C2=O)cc1Cl (stereo not drawn)
9%,1.9%,-18%,13%,6%,·,-4%,7%,-0.2%,Cc1ccc(S(=O)(=O)Oc2ccc(/C=C(/NC(=O)c3ccccc3)C(=O)NCCCC(=O)O)cc2)cc1
-40%,2.7%,-12%,0%,8%,17%,0%,-11%,-0.3%,N#Cc1ccc(-c2ccc(OCC(=O)NCC(=O)Nc3ccc(F)c(F)c3F)cc2)cc1
-5%,15%,·,·,10%,5.3%,-13%,11%,0.0%,O=C(NNC(=S)NC(=O)c1cccc([N+](=O)[O-])c1)c1ccc(Br)cc1
7%,0.5%,·,-2%,3%,-2.4%,15%,11%,-0.1%,Cc1cc(=O)[nH]c(N2CCN(Cc3ccccc3)CC2)n1
8%,-0.5%,-47%,8%,2%,7.5%,-4%,8%,0.4%,COc1ccc(/C=N/N=C/c2c[nH]c(=O)c(C#N)c2Nc2ccccc2)cc1
35%,22%,-2%,19%,8%,-1.3%,9%,-3%,-0.1%,COC(=O)CCC(=O)OC1(C)C(=O)C=C2C=C(C3CC3)N(c3cccc(C#N)c3)C=C2C1=O (stereo not drawn)
-14%,-0.3%,-9%,-4%,6%,-6.7%,10%,1%,0.2%,Cc1cnc(NC(=O)Cc2ccccc2Cl)s1
10%,-1.2%,5%,6%,·,7.6%,12%,6%,-0.1%,O=C(N1CCCCC1)N1CCN(C(c2ccccc2)c2ccccc2)CC1
25%,-2.7%,7%,7%,16%,-3.1%,4%,-5%,-0.3%,COc1ccc(Cn2c(C)nnc2-c2cnn(C)c2N)cc1
26%,-1.5%,-8%,8%,1%,-1.1%,10%,7%,0.0%,Cc1ccc(S(=O)(=O)Oc2ccccc2/C=N/NC(=O)c2c(Cl)cnn2C)cc1
-21%[20 µM],-0.2%,-32%,8%,9%,1.3%,7%,13%,0.4%,COc1ccc(CC(=O)NCc2ccccc2)cc1OC
14%,-0.7%,0%,-31%,9%,-0.1%,-7%,8%,0.6%,Cc1cc(Nc2ccccc2)n2nc(C)c(-c3ccccc3)c2n1
-13%,16%,-22%,-1%,11%,-3.2%,4%,25%,0.1%,CO[C@@]1(NC(=O)CSCC#N)C(=O)N2C(C(=O)O)=C(CSc3nnnn3C)CS[C@@H]21
12%,-1.1%,-17%,-4%,6%,1.9%,-3%,11%,0.4%,O=c1c2ccccc2c2ccccc2c(=O)n1CC1CCCO1 (stereo not drawn)
-41%,0.2%,2%,18%,12%,-0.4%,-8%,·,-0.3%,NS(=O)(=O)c1ccc(NC(=S)N2CCN(Cc3ccc(Cl)c(Cl)c3)CC2)cc1
-84%,0.2%,13%,12%,6%,4.3%,-29%,12%,0.2%,CCOC(=O)N1CCN(C(=O)CCCN2C(=O)CSc3nc(C)cc(C)c32)CC1
12%,-2.2%,-23%,-8%,8%,-2.2%,7%,16%,0.1%,O=C(NCCC1=CCCCC1)C1CC(=O)N(C2CCCCCC2)C1 (stereo not drawn)
-17%,0.8%,-30%,-4%,5%,0.0%,6%,-3%,0.5%,O=C(CN(c1ccccc1)S(=O)(=O)c1ccc(Cl)cc1)Nc1cccnc1
20%,-1.3%,1%,22%,13%,-2.8%,0%,4%,-0.3%,O=S(=O)(NC1=NCCCCC1)c1ccccc1Cl
-5%,1.9%,32%,-15%,7%,-2.1%,-7%,11%,0.2%,C/C(CC(=O)Nc1ccc(Cl)c(Cl)c1)=N\NC(N)=S
7%,-0.3%,7%,-13%,3%,-2.3%,13%,14%,-0.4%,COc1ccc2occ(C(=O)c3ccc(N=C(C)N(C)C)cc3)c2c1
-12%,0.2%,-29%,2%,6%,3.5%,0%,-4%,0.1%,COc1ccc(CC(=O)NC(C)CCc2ccccc2)cc1 (stereo not drawn)
0%,2.6%,15%,-2%,4%,-5.0%,1%,6%,-0.1%,CC1=CN2C(=NC(=O)CC2(C)C(=O)N(CC(=O)NC2CCCC2)Cc2ccccc2)C=C1 (stereo not drawn)
29%,0.5%,-16%,-3%,2%,-4.0%,8%,5%,-0.1%,CCn1c(CC(=O)Nc2ccccc2)nnc1SCC(=O)Nc1ccccc1C(=O)OC
5%,0.9%,-21%,10%,13%,2.1%,8%,3%,0.3%,Cc1csc(NC(=O)CSc2nnc(-c3ccccn3)n2-c2ccc(C)c(C)c2)n1
2%,-0.5%,-6%,5%,15%,1.1%,13%,12%,-0.1%,[O-]C1=N/[N+](=C/c2ccccc2)CC1
6%,-0.4%,-8%,9%,6%,3.9%,15%,6%,0.2%,O=C(CS(=O)(=O)c1c[nH]c2ccccc12)N1CCCc2ccccc21
-9%,-4.3%,-1%,-10%,30%,7.6%,-5%,·,0.5%,COC1=C(Nc2ccccc2OC)C(=O)c2ccccc2C1=O
-14%,0.9%,-41%,15%,2%,-2.7%,5%,8%,0.1%,CC1NC(=O)NC1CCCCCC(=O)Nc1ccc(F)c(Cl)c1 (stereo not drawn)
-72%,-1.7%,8%,-17%,13%,-2.4%,-5%,10%,-0.1%,CN(C(=O)COc1ccccc1)c1nnc(-c2cccnc2)s1
-12%,-0.5%,-36%,-73%,18%,2.5%,-1%,9%,0.2%,CCCC(=O)Nc1nc2ccc(OC)cc2s1
7%,-0.6%,-28%,10%,2%,-1.2%,10%,3%,0.5%,CCOC(=O)C(CC)/C(C)=N\NC(=O)c1cccc(C)c1 (stereo not drawn)
-3%,2.5%,0%,10%,27%,5.2%,12%,11%,-0.2%,C/C=C/C=C/C(=O)N1CC2(CC(c3cccc(NC(=O)CCCCC)c3)=NO2)C[C@H]1C(N)=O (stereo partly drawn)
-5%,-3.3%,-18%,18%,4%,3.1%,9%,4%,-0.1%,O=C(NCCCN1CCOCC1)c1cc(-c2ccc(Br)cc2)on1
-13%,1.4%,-25%,-6%,8%&19%,-1.7%,13%,13%,0.5%,COc1cccc(-c2nc(CS(=O)(=O)CC(=O)NCc3ccc(Cl)cc3)c(C)o2)c1
-4%,0.0%,8%,-7%,6%,-0.1%,5%,2%,-0.1%,Cc1cccc(NC(=O)COc2ccc(/C=N\n3cnnc3)cc2)c1
-35%[20 µM],0.9%,-10%,4%,7%,-5.7%,9%,6%,0.7%,COc1ccc(C)cc1S(=O)(=O)N1CCN(S(=O)(=O)c2cc(C(=O)O)ccc2C)CC1
11%,2.2%,-15%,15%,12%,-6.0%,-5%,4%,-0.3%,O=C(NCCCn1ccnc1)C(=O)NCc1ccc(Cl)cc1
10%,-0.1%,-13%,1%,16%,-0.5%,0%,4%,-0.1%,CCOCC(=O)N1CCN(c2ccc(F)cc2)CC1
-15%,-3.4%,-3%,7%,7%,3.2%,24%,10%,-0.1%,Cc1cccc(CN2C(=O)CCSc3ccc(Cl)cc32)c1
-5%,1.2%,-20%,-30%,11%,-3.8%,8%,8%,-0.2%,Cc1nc(C(C)NC(=O)CCc2nnc(-c3ccsc3)o2)cs1 (stereo not drawn)
5%,-1.2%,-9%,19%,18%,-0.3%,16%,12%,0.1%,CCn1c(COc2ccc3c(c2)CCCC3)nnc1SCC(=O)Nc1nccs1
16%,-0.9%,-9%,-20%,6%,-5.1%,-4%,17%,-0.1%,O=C(NCCSCc1c(F)cccc1Cl)Nc1ccccc1
-17%,2.8%,-28%,-17%,26%,-0.9%,0%,1%,-0.4%,COc1ccc(/C=C/S(=O)(=O)NCc2ccccc2)cc1OC

Some entries already given, showing only NOD2 inhibition and HIV peptide binding:
Compound | NOD2 inhibition | HIV peptide binding
CCn1c(COc2ccc3c(c2)CCCC3)nnc1SCC(=O)Nc1nccs1 | 19% | -1.2%
O=C(NCCSCc1c(F)cccc1Cl)Nc1ccccc1 | -20% | -0.9%

Bioassay records from PubChem.

These rows are one share of the data; count on the stated rates, not on these rows.
